RXFP1 antagonist: qHTS Assay for Antagonists of the Relaxin Receptor RXFP1. activity change, negative = inhibition, % at 57.5 µM. HEK293-RXFP1, relaxin-stimulated cAMP HTRF, 30 min; stronger effect = lower value. AID 1259400, 2018. 350,000 tested, 0.59% active. Relaxin receptor 1 (Homo sapiens), Q9HBX9;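 active means activity change of -60% or lower, but not beyond a set lower limit; inconclusive means change between -60% and -40%, or beyond the set limit; inactive means change above -40%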; further: on the % scale 0 is the no-effect control and ±100 the full control effect
D2 antag: HTS Assay for Allosteric Antagonists of the Human D2 Dopamine Receptor: Primary Screen for Antagonists; inhibition, % at 10 µM; 340,000 tested, 2% active; AID 485344, 2010; HEK293 TREx D2 cells, calcium flux, dopamine EC80; in the data active means inhibition above about 30%; further: 0% is about no effect
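Cells plated overnight at 30 C with tetracycline; no-wash calcium dye, 30–90 min RT; 10 s baseline; compound pinned; 180 s read; EC80 dopamine added; another 180 s read.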
D2 potentiator: HTS Assay for Positive Allosteric Modulators of the Human D2 Dopamine Receptor: Primary Screen for Potentiators | D(2) dopamine receptor (Homo sapiens), P14416 | potentiation, % at 10 µM | AID 485347, 2010 | HEK293 T-REx D2, calcium flux, EC20 dopamine potentiation | 340,000 tested, 0.34% active;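 active means potentiation over 3 SD above the plate norm, cut at about 30% in these data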; further: 0% is about no effect
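Tetracycline-induced Hek293 Trex D2 cells, force-coupled to calcium, loaded with no-wash calcium dye. Compound added with 180 s kinetic read for agonism, then EC20 dopamine and a further 180 s read for potentiation.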
D1 PAM: Potentiators of Human D1 Dopamine Receptor: qHTS; D(1A) dopamine receptor (Homo sapiens), P21728; HEK293 TREx D1 cells, calcium flux, dopamine EC20 potentiation; potentiation, % at 10 µM; 360,000 tested, 0.036% active; AID 504651, 2011; in the data active means potentiation above about 30%; further: 0% is about no effect
Target sequence (P21728 whole entry, looked up): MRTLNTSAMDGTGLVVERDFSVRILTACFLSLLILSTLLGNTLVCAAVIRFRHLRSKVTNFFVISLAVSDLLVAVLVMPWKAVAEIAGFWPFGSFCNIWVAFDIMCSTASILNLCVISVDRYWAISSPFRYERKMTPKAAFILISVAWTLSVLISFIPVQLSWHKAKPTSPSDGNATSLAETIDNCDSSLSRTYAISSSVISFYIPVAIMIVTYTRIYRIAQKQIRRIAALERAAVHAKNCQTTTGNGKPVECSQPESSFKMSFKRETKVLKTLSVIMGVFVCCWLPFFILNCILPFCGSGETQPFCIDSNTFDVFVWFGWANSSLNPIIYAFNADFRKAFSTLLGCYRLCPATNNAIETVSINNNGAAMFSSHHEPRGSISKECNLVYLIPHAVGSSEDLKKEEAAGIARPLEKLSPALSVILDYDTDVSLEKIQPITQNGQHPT
D1 agonist: Allosteric Agonists of the Human D1 Dopamine Receptor: qHTS | D(1A) dopamine receptor (Homo sapiens), P21728 | HEK293 T-REx D1 cells, calcium flux, agonist mode | activation, % at 2 µM | 360,000 tested, 1% active; in the data active means activation above about 30%; further: 0% is about no effect
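Tetracycline-induced HEK293 TREx D1 cells, force-coupled to calcium signalling, were dye-loaded with a no-wash calcium kit. Compound was pin-added after a 10 s baseline. Fluorescence was read kinetically at 1 cycle/s for 180 s, with calcium rises flagged as agonism.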
D1 antagonist: Antagonist of Human D 1 Dopamine Receptor: qHTS | D(1A) dopamine receptor (Homo sapiens), P21728 | HEK293 TREx D1 cells, calcium flux, dopamine EC80; stronger effect = lower value | activity change, negative = inhibition, % at 10 µM | 360,000 tested, 3.2% active | AID 504652, 2011; in the data active means activity change below about -30%; further: on the % scale 0 is the no-effect control and ±100 the full control effect
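Compound effects on dopamine-evoked calcium signalling were measured in tetracycline-induced HEK293 Trex D1 cells. Dopamine at EC80 followed a 180 s compound pre-read, and fluorescence was tracked kinetically for 180 s more.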
RXFP1 agonist: qHTS Assay for Agonists of the Relaxin Receptor RXFP1. Relaxin receptor 1 (Homo sapiens), Q9HBX9. HEK293T-RXFP1 cAMP TR-FRET, 30 min; response scale: percent of porcine relaxin response, buffer zero. Potency, µM (series often up to 57.5 µM), without a hit: at the highest dose activation, actives largely listed as activators. 370,000 tested, 0.3% active. AID 2676, 2010; active means well fitted activation curve with a large enough effect; inconclusive means small, poorly fitted or top-dose-only effect; further: potency means the concentration at half of the fitted maximal effect; on the % scale 0 is the no-effect control and ±100 the full control effect; nearly all actives have a fitted effect of over 60% in size; many of its hits are not listed in these tables
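cAMP rise read by TR-FRET after 30 min, 37C compound exposure (up to 58 uM) in RXFP1-transfected HEK293 cells with Ro 20174 present. EC50 from Hill-equation fits, with 29 nM porcine relaxin as 100% and buffer as basal.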
D2 agonist: HTS Assay for Allosteric Agonists of the Human D2 Dopamine Receptor: Primary Screen for Agonists. HEK293 T-REx D2 cells, calcium flux agonist mode. D(2) dopamine receptor (Homo sapiens), P14416. activation, % at 2 µM. 340,000 tested, 0.53% active;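 active means activation over 3 SD above normal in the single-dose calcium agonist read, cut at about 30% in these data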; further: 0% is about no effect
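Tetracycline-induced HEK293 Trex cells with D2 receptor force-coupled to calcium signaling, plated overnight at 30 C and loaded with no-wash calcium dye. Calcium flux read kinetically for 180 s after compound addition; responses flag agonists.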
TRHR PAM: qHTS for Small Molecule Agonists and Allosteric Enhancers of Human TRH Receptor: Primary Screen for Enhancers; Thyrotropin-releasing hormone receptor (Homo sapiens), P34981; TRHR cells, fluo-8 calcium fluorescence, EC20 TRH enhancement; enhancement, % at 2 µM; 360,000 tested, 0.66% active; AID 493056, 2011; in the data active means enhancement above about 30%; further: 0% is about no effect
Target sequence (P34981 whole entry, looked up): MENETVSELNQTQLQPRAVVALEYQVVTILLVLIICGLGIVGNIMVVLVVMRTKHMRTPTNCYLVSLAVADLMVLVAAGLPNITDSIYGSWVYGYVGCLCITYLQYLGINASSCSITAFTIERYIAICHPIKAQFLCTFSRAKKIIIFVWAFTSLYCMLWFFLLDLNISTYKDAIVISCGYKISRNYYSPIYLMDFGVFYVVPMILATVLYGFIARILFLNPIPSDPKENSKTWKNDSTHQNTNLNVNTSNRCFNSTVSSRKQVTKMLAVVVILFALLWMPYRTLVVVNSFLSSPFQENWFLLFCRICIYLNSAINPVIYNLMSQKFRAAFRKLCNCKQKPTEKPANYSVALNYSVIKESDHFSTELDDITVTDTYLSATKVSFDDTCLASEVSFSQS
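Enhancer read-out: after compound pinning and an initial kinetic agonist-mode read, an EC20 of TRH (10 nM final) was injected and fluo-8 calcium signal (Ex 480/Em 530) followed at 1 s/cycle for 100 cycles in TRHR-expressing cells.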
Starred values were filed as active, the others as inactive; ? = inconclusive; . = not tested or not shown; & = joins results of further samples. The list is partial. The share of hits here may be higher or lower than overall.

item | structure | RXFP1 antagonist | D2 antag | D2 potentiator | D1 PAM | D1 agonist | D1 antagonist | RXFP1 agonist | D2 agonist | TRHR PAM
1 | CC(OC(=O)Cc1ccccc1[N+](=O)[O-])C(=O)Nc1ccc(Cl)cn1 (configuration not stated) | 8 | -7 | -8 | 6 | 0 | -17 | -0.2% | 0.2 | 8
2 | O=C(CCCCCn1c(=O)[nH]c2ccsc2c1=O)NCc1ccc(F)cc1 | -28 | -5 | 10 | -2 | -1 | 0 | 0.4% | -0.7 | 2
3 | COc1ccc(-n2c(SC)nc3sc4c(c3c2=O)CCN(C)C4)cc1 | 4 | 23 | 1 | -1 | 2 | 2 | 3.7% | 0.0 | -6
4 | O=C(NC1CC(=O)N(c2ccc(F)cc2)C1)c1cc2ccccc2o1 (configuration not stated) | -18 | . | -13 | 4 | 2 | . | 1.8% | . | -3
5 | Cc1c(Cl)c([N+](=O)[O-])nn1CCCC(=O)Nc1cccc(O)c1 | 2 | -12 | -5 | 8 | 2 | 13 | 1.3% | 1.0 | -4
6 | CN(C(=O)CCS(=O)(=O)c1cc2c(cc1Cl)NC(=O)CO2)C1CCCCC1 | 3 | -2 | 7&-8 | -7&0 | 1&0 | 16&6 | 2.4%&0.7% | -0.3&2.5 | 19&-3
7 | CCOc1ccc(NC(=S)/C(=C(\[O-])c2ccc(C)c([N+](=O)[O-])c2)[n+]2ccccc2)cc1 | -5 | -1 | -5 | 1 | -3 | -12 | -2.9% | 0.0 | -3
8 | CCOc1cc(S(=O)(=O)N2CCCCCC2)ccc1F | -5 | -6 | -3 | 8 | 1 | -9 | 0.8% | -1.4 | 4
9 | CCN(C(=O)c1cc2c(=O)n(CC)c3ccccc3c2s1)c1cccc(C(F)(F)F)c1 | . | . | 15 | 0 | 6 | 10 | 7.8% | -0.4 | -2
10 | CN(Cc1ncc[nH]1)Cc1cn(-c2ccccc2)nc1-c1ccc2c(c1)OCO2 | -1 | . | . | -7 | 2 | -14 | 4.2% | . | 8
11 | CCOc1cc(C(=O)Nc2c(NC)c3ccccc3oc2=O)cc(OCC)c1OCC | -18 | . | -8 | -3 | 0 | 11 | 3.7% | -0.9 | -4
12 | CCOCCCn1c(=NC(C)=O)c(C#N)cc2c(=O)n3cccc(C)c3nc21 | -2 | 4 | 8 | 0 | 0 | 1 | 28% | 0.4 | 5
13 | O=C(COc1ccc2c(c1)CCC2)N1CCN(c2cccc(C(F)(F)F)c2)CC1 | ? | -5 | 11 | -2 | 8 | -44* | -0.3% | 0.7 | 20
14 | CCN(C(=O)COC(=O)c1cc(=O)c2ccccc2o1)c1c(N)n(Cc2ccccc2)c(=O)[nH]c1=O | 3 | -25 | 8 | -2 | 1 | 1 | 1.0% | -0.1 | 0
15 | Cc1cc2ccccn2c1C(=O)c1ccncc1 | -17 | 4 | 14 | -1 | 0 | -14 | -0.2% | 1.2 | 4
16 | Cc1ccc(NC(=O)/C(C#N)=C/c2ccc(Sc3nc(C)cc(C)n3)o2)cc1 | 7 | -2 | 0 | 4 | -2 | -1 | -1.4% | 0.2 | -10
17 | C/C(=N\NC(=O)c1nnn(-c2nonc2N)c1-c1ccccc1)c1ccccc1O | -22 | 3 | 8 | -6 | 3 | -4 | 4.5% | 1.6 | 5
18 | Cc1cc(Br)cc(Cl)c1OC(=O)c1ccncc1 | -8 | 14 | 13 | -8 | 13 | -14 | -0.9% | -0.3 | -9
19 | C/C(=N\NC(=O)Cn1nc(C)cc1C)c1ccc([N+](=O)[O-])cc1 | -2 | -9 | -3 | 4 | 0 | -11 | -1.2% | -0.4 | 0
20 | C#Cc1ccc([C@@H]2C=C(C(=O)N3CCN(Cc4ccccc4)CC3)O[C@H](OCCCCO)C2)cc1 | . | -3 | 0 | -3 | 3 | -4 | 0.3% | -0.3 | 3
21 | O=C1CCN(Cc2ccc(Br)cc2)CCN1[C@H](CO)Cc1ccccc1 | . | 11 | -8 | -1 | 2 | 5 | 1.3% | 0.2 | -6
22 | CCc1nnc2c(N(C)C)nc3ccccc3n12 | 2 | -15 | 1 | -8 | 0 | -2 | 3.7% | -0.3 | 6
23 | C=CCNC(=O)c1c(Cl)cnn1-c1ccc(C)cc1 | -4 | 13 | 3 | 2 | 1 | 9 | 0.2% | -0.2 | 0
24 | CN(C(=O)COC(=O)Cc1c(Cl)cccc1Cl)c1c(N)n(Cc2ccccc2)c(=O)[nH]c1=O | -6 | -3 | -3 | -17 | 1 | -22 | 0.0% | -0.1 | -4
25 | OC(COc1ccc2cc(Br)ccc2c1)CN1CCCC1 (configuration not stated) | -2 | . | . | -4 | 68* | -66* | -0.1% | . | 0
26 | FC(F)(F)c1cccc(N2CCN(CC3CC4C=CC3C4)CC2)c1 (configuration not stated) | 3 | 4 | -22 | -1 | 5 | 9 | -3.5% | 16 | -2
27 | O=S(=O)(Nc1ccc(Cc2ccncc2)cc1)N1CCCC1 | -2 | -7 | -3 | -8 | 5 | -16 | -0.3% | 0.1 | 23
28 | O=C(Cn1cnc(S(=O)(=O)N2CCCC2)c1)Nc1cccc(F)c1 | 10 | 20 | 13&-8 | -8&-1 | 1&4 | -14&18 | 3.0%&0.2% | -0.2&0.0 | 0&-11
29 | Cc1nc(SCC(=O)NCC2CCCO2)[nH]c(=O)c1C (configuration not stated) | -7 | -8 | 1 | -10 | 1 | 7 | -1.2% | 0.3 | 2
30 | Cc1oc2ccc(NS(=O)(=O)c3ccc(F)cc3)cc2c1C(=O)O | -19 | 3 | -13&14 | 3&0 | -1&-3 | 16&0 | 0.8%&-1.3% | 1.5&-2.2 | 2&-1

The list continues:
item | structure | RXFP1 antagonist | D2 antag | D2 potentiator | D1 PAM | D1 agonist | D1 antagonist | RXFP1 agonist | D2 agonist | TRHR PAM
31 | COc1cccc(CN(C(=O)c2ccccc2)C2CCS(=O)(=O)C2)c1 (configuration not stated) | -21 | -2 | -1 | -11 | 1 | -35* | 5.5% | 0.0 | -7
32 | NC(N)=N/N=C/c1ccc(Cl)cc1Cl | -18 | 0 | -17 | -8 | 17 | 0 | 4.4% | 1.0 | -2
33 | Cn1ncc(Cl)c1C(=O)N1CCN(C23CC4CC(CC(C4)C2)C3)CC1 | -14 | -23 | -3 | -2 | 2 | -20 | -0.2% | 2.2 | 2
34 | CCOc1ccc(NS(=O)(=O)c2cc(OCC(N)=O)c(C)cc2Cl)cc1 | 19 | -2 | -3 | -5 | 8 | 0 | 2.1% | -1.8 | 1
35 | O=C(O)CNC(=S)N(Cc1ccccc1)Cc1cccnc1 | -2 | -7 | 3 | -2 | 1 | -8 | 0.9% | 0.6 | 4
36 | O=C(Oc1cccc2ccccc12)C1CC1 | -1 | 3 | -15 | -8 | 1 | -6 | 0.6% | 0.4 | 0
37 | COc1cc(C(F)(F)F)c(C(=O)N(C)Cc2ccc(Cl)c(Cl)c2)cn1 | -28 | -22 | 9 | 6 | 1 | 4 | 0.5% | -0.1 | -3
38 | CC(=O)N1CCc2cc(Br)cc(S(=O)(=O)N3CCC(C(=O)N(C)c4cc(C)ccc4C)CC3)c21 | 2 | . | 0 | -1 | 0 | 2 | 7.6% | 0.0 | 0
39 | CCOC(=O)c1sc2nc3n(c(=O)c2c1C)CCCCC3 | -16 | 3 | -5 | 2 | 1 | -25 | -0.3% | -1.0 | -6
40 | COc1ccc(OC)c(N2C(=O)CC(C(C)c3ccccc3)C2=O)c1 (configuration not stated) | 8 | -7 | 10 | 0 | 3 | 9 | 1.4% | 6.7 | 11
41 | CCOC(=O)[C@@H]1[C@H]2COc3ccccc3[C@@H]2N2C(=O)N(c3cccc(Cl)c3)C(=O)[C@@]12C | . | 0 | 12 | 0 | 2 | 1 | -0.4% | 0.5 | -8
42 | COc1ccc(Br)cc1/C=N/n1nnnc1N | -3 | -4 | 11 | -4 | -1 | 4 | 0.4% | 1.0 | 6
43 | Clc1ccc(-c2nc3ccccc3[nH]2)cn1 | 13 | 12 | 4 | -3 | 1 | 4 | 2.8% | 0.4 | -5
44 | CCCOc1ccc(NC2=CC(=O)CC(C)(C)C2)cc1 | 10 | 3 | 7 | 0 | 0 | . | -1.1% | -0.7 | -2
45 | Cc1ccc2c(c1)c1nnc(SCC(=O)N3CCCc4ccccc43)nc1n2CC(=O)O | 8 | 6 | -6 | -3 | 1 | -17 | 0.5% | 1.3 | -7
46 | O=C(CCCn1c(SCC(=O)c2ccc(F)cc2)nc2ccccc2c1=O)NCc1ccco1 | 13 | -30 | -17 | -8 | 9 | -8 | -0.1% | 2.3 | 6
47 | CSc1ccc(S(=O)(=O)N2CCC(C(=O)N3CCOCC3)CC2)cc1 | 13 | 23 | -7 | -4 | 1 | -2 | -0.7% | 0.8 | 1
48 | Cc1cccc(N2CN=c3s/c(=C\c4ccncc4)c(=O)n3C2)c1 | -24 | -8 | -2 | -4 | 2 | 1 | -0.5% | -0.3 | 3
49 | CCN(C(=O)Cn1c(C(=O)OC)cc2oc3ccccc3c21)c1cccc(C)c1 | -28 | . | 1 | 2 | 6 | -12 | -0.1% | 1.4 | 3
50 | COC(=O)C(CCCN1C(=O)c2ccccc2C1=O)(NC(C)=O)c1nn[nH]n1 (configuration not stated) | -1 | 9 | 3 | 0 | 5 | -12 | 8.4% | -0.2 | 8
51 | Cc1ccc(NCC(=O)c2ccc([N+](=O)[O-])cc2)cc1 | ? | 0 | -6 | -5 | -2 | 10 | -2.0% | -0.2 | -9
52 | COc1ccc2c(c1)c(C(=O)N/N=C/c1cccs1)c(C)n2C | 10 | -3 | -2 | -4 | 0 | -3 | -6.4% | 0.0 | -3
53 | Cc1cc(=O)[nH]c(SC(C(=O)O)c2ccccc2)n1 (configuration not stated) | -12 | -4 | 12 | -1 | 2 | 10 | 2.0% | 0.4 | 2
54 | CN(Cc1nc(-c2cnccn2)no1)Cc1n[nH]c2c1CCCCC2 | 7 | 4 | 17 | 0 | 3 | 1 | 3.5% | -0.8 | 4

Screening data deposited in PubChem BioAssay by National Center for Advancing Translational Sciences (NCATS).
